# Screening data: PubChem BioAssay, several laboratories
# H69AR growth 86K: blocks growth of human H69AR lung tumor cells; H69AR lung tumor viability, ATP luminescence, 72 h; active compounds read low; viability, % at 10 µM; actives 6% (n = 85,000); AID 598;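 active = viability at or below 40%; inactive = viability above 40%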;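 also: multidrug resistant small cell line overexpressing MRP-1 efflux transporter; 100% = mean luminescence of untreated control wells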
# HUVEC prolif 384: blocks proliferation of human endothelial cells; viability, % at 10 µM (by protocol); AID 648; actives 1.1% (n = 86,000); HUVEC proliferation, CellTiter-Glo luminescence, 72 h; active compounds read low;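 active = viability at or below 30%; inactive = viability above 30%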;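 also: 100% = median luminescence of DMSO-only cell control wells on each plate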
# PostGolgi ctrl: inhibits growth of the yeast control strain. AID 738. efflux-deficient yeast background strain, growth absorbance A615, 16 h. inhibition, % at 10 µM. actives 5% (n = 98,000); in the data active = inhibition above about 30%
# S1P2 ag: activates the human S1P2 receptor; AID 729; activation, % at 4.5 µM; actives 0.46% (n = 97,000); O95136; S1P2-expressing cell line, agonist reporter read-out; in the data active = activation above about 16%;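 also: 0% = vehicle low control and 100% = maximal reference agonist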
# S1P2 blocker: blocks the human S1P2 receptor | O95136 | cell-based S1P2 antagonist assay, inhibition at 5 uM | inhibition, % at 5 µM | actives 0.21% (n = 97,000) | AID 736; in the data active = inhibition above about 45%;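 also: CRE beta-lactamase reporter cells expressing human S1P2 stimulated with S1P; 0% = agonist at EC80 alone and 100% = agonist plus reference antagonist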
# sEH act: soluble epoxide hydrolase (human) activation. activation, % at 2 µM. actives 0.04% (n = 91,000). purified human sEH enzymatic activity, activator screen. P34913. AID 717; in the data active = activation above about 37%; also: values of inactives mirror those of a sister screen read the other way
# Lung fibro prol: blocks proliferation of human lung fibroblasts; actives 1.1% (n = 85,000); LL 47 human lung fibroblast viability, ATP luminescence; active compounds read low; AID 719; viability, % at 10 µM;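 active = viability at or below 50% in the single dose screen; inactive = viability above 50%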;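 also: compound exposure lasted 72 h before the ATP readout; 100% = median luminescence of untreated cell-only wells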
#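 Material: human lung fibroblast line LL 47, low passage; Evaluation: viability percentage against median untreated-cell control; Buffer or medium: 15% FBS in IMEM; Incubation: 72 h compound exposure at 37 °C after overnight plating; Dosing: 0.1% DMSO in all compound wells; Measured by: CellTiter-Glo luminescence.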
# sEH inh: soluble epoxide hydrolase (human) inhibition; P34913; inhibition, % at 2 µM; AID 707; recombinant human sEH enzymatic activity assay; actives 0.34% (n = 91,000); in the data active = inhibition above about 80%; also: values of inactives mirror those of a sister screen read the other way; many of its hits are not listed in these tables
# PTPN22 act: increases human PTPN22 phosphatase activity; recombinant LYP, DiFMUP fluorescence; 0 = plate median, 100 = signal doubled; activation, % at 2 µM; Q9Y2R2; actives 0.11% (n = 96,000);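 active = activation at 2 µM above a set limit, the mean plus 5 SD, cut at about 37% in these data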
# Target sequence (Q9Y2R2 whole entry, looked up): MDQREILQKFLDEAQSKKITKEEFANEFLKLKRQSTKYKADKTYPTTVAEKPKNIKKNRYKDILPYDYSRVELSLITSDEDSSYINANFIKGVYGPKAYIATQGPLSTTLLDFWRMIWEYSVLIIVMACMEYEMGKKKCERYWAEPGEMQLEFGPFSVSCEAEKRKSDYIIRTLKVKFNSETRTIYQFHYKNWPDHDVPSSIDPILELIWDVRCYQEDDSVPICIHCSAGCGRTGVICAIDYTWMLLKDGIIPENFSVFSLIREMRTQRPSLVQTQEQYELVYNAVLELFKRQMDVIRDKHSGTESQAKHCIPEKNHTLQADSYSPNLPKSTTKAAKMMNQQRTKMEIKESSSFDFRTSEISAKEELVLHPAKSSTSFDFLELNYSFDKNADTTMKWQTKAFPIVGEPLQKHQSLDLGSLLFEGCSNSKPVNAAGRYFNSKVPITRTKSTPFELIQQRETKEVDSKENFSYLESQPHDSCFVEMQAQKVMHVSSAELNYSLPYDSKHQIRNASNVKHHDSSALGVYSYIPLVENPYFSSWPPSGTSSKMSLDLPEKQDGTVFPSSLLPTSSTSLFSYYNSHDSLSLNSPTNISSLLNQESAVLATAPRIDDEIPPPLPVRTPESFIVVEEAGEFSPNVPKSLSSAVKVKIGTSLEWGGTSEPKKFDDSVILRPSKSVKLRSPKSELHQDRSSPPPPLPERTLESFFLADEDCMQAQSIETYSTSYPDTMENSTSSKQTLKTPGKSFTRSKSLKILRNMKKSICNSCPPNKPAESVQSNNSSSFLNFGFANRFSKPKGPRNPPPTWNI
# * = called active by the depositor; x = no result given.
# Every second line gives: H69AR growth 86K	HUVEC prolif 384	PostGolgi ctrl	S1P2 ag	S1P2 blocker	sEH act	Lung fibro prol	sEH inh	PTPN22 act
C/C(=N/NS(=O)(=O)c1ccc(Cl)cc1)c1cccc(NC(=O)c2ccc(Cl)cc2Cl)c1
→ x	x	2	-8	5	4	x	-3	3
CCC(C)NC(=O)C(Cc1ccccc1)n1cccc1 (configuration not stated)
→ 97	96	4	x	x	x	101	x	x
C=CCn1cnc2scc(-c3ccc(C)cc3)c2c1=O
→ 94	91	5	0	-36	-1	96	2	5
COc1ccc(NC(=O)c2ccc(Cc3ccc(C)cc3)o2)cc1
→ 95	97	x	-1	-1	-34	93	35	3
O=C1c2ccc3c4c(ccc(c24)C(=O)N1c1ccc2ccccc2c1)CC3
→ x	x	2	-8	19	18	x	-20	5
CC1C/C(=N/Nc2ccc([N+](=O)[O-])cc2[N+](=O)[O-])CC(C)(C)C1 (configuration not stated)
→ 84	112	x	-4	4	4	94	-4	-2
O=C(CN1CCCCC1)Nc1cc(Cl)ccc1Cl
→ 84	99	1	-7	-25	-5	107	3	4
COc1ccc(CC(=O)NCc2ccco2)cc1OC
→ 82	93	10	-3	1	2	91	-4	20
CCOC(=O)Cc1nnc(NC(=O)C(CC)Sc2nncn2C)s1 (configuration not stated)
→ 87	89	0	x	x	x	95	x	x
O=C(O)[C@H](Cc1ccccc1)NC(=O)N1CCOCC1
→ 97	97	11	-2	-12	3	102	-4	-2

# Continuation:
# Every second line gives: H69AR growth 86K	HUVEC prolif 384	PostGolgi ctrl	S1P2 ag	S1P2 blocker	sEH act	Lung fibro prol	sEH inh	PTPN22 act
CCOC(=O)C1CCN(S(=O)(=O)c2ccc(NC(=O)OC)cc2)CC1
→ 95	99	19	x	x	x	103	x	x
CC(CN1CCN(C)CC1)OC(=O)c1ccccc1Cl (configuration not stated)
→ 89	114	-1	x	x	x	103	x	x
CS(=O)(=O)N1CCN(C2CCN(Cc3ccccc3)CC2)CC1
→ 100	99	-2	-9	-4	-8	98	10	3
CC(=O)Nc1cccc(Cn2cccn2)c1
→ 83	98	7	-4	6	-6	107	4	10
O=C1CC(N(O)c2ccccc2)C(=O)N1Cc1ccccc1 (configuration not stated)
→ 77	87	2	x	x	x	98	x	x
COc1cc(C)nc(N(Cc2ccccc2)S(=O)(=O)c2ccccc2)n1
→ 86	87	33*	-8	1	4	82	-3	-2
O=C(O)CCn1[nH]c(=O)c2ccccc2c1=O
→ 103	92	4	-4	-9	4	103	-4	37*
COc1ccc(OC)c(C(O)c2nc3ccccc3n2C(C)C)c1 (configuration not stated)
→ 97	89	6	1	-25	2	91	2	-1
OC(CNCC1CCCO1)Cn1c2ccccc2c2ccccc21 (configuration not stated)
→ 73	81	0	-5	7	5	83	-4	6
CCCn1c(SCc2ccc(Cl)cc2)nc2c1c(=O)[nH]c(=O)n2C
→ 71	80	60*	-3	-14	x	92	x	-10

# Other structures:
# Every second line gives: H69AR growth 86K	HUVEC prolif 384	PostGolgi ctrl	S1P2 ag	S1P2 blocker	sEH act	Lung fibro prol	sEH inh	PTPN22 act
CCOC(=O)C1=C(C)NC(SCC(=O)O)=C(C#N)C1c1ccco1 (configuration not stated)
→ 90	99	21	-12	9	-5	107	6	4
CCC(CC)C(=O)Nc1ccc(Cl)c(Cl)c1
→ 85	92	7	-2	-15	1	91	0	-4
O=C1CCCN1c1ccc(S(=O)(=O)NCc2ccco2)cc1
→ 83	92	5	-7	-5	13	96	-13	-2
COCCN(CC(=O)Nc1ccccc1C)S(=O)(=O)c1ccc(S(=O)(=O)N2CCCC2)cc1
→ 92	98	-1	1	-6	-10	95	13	4
COc1ccc(-c2nnc3sc(C(C)N4C(=O)c5ccccc5C4=O)nn23)cc1 (configuration not stated)
→ 94	104	6	-2	-29	-10	103	10	-5
CCN(CC)S(=O)(=O)c1cc(-c2nn(C)c(=O)c3ccccc23)ccc1C
→ x	x	18	5	-24	3	x	0	1
O=C(NCc1ccccc1)c1cnc2n(c1=O)CCS2
→ 87	87	4	-4	-2	-3	92	2	-4
CCC1(CC)Cc2ccccc2C(N)=C1C#N
→ 74	83	25	-3	-16	2	x	-4	-9
CC1CCCCC1NS(=O)(=O)c1ccc(S(=O)(=O)NCc2ccncc2)cc1 (configuration not stated)
→ 91	55	-3	-3	55*	2	91	-5	0
Cc1oc(-c2ccccc2Cl)nc1CS(=O)CC(=O)NCc1cccs1 (configuration not stated)
→ 92	110	12	-4	-5	x	99	x	10

# Looked up by structure from the list above:
# Every second line gives: H69AR growth 86K	HUVEC prolif 384	PostGolgi ctrl	S1P2 ag	S1P2 blocker	sEH act	Lung fibro prol	sEH inh	PTPN22 act
CCC(CC)C(=O)Nc1ccc(Cl)c(Cl)c1
→ 85	92	7	-2	-15	1	91	0	-4
CCN(CC)S(=O)(=O)c1cc(-c2nn(C)c(=O)c3ccccc23)ccc1C
→ x	x	18	5	-24	3	x	0	1
O=C(NCc1ccccc1)c1cnc2n(c1=O)CCS2
→ 87	87	4	-4	-2	-3	92	2	-4

# Further compounds
# Every second line gives: H69AR growth 86K	HUVEC prolif 384	PostGolgi ctrl	S1P2 ag	S1P2 blocker	sEH act	Lung fibro prol	sEH inh	PTPN22 act
O=S(=O)(c1ccc(S(=O)(=O)N2CCN(C/C=C/c3ccccc3)CC2)cc1)N1CCCC1
→ 36*	70	14	0	14	-6	84	5	0
CCC(C)Sc1nc2c(c(=O)[nH]c(=O)n2C)n1CCc1ccccc1 (configuration not stated)
→ 94	116	20	-7	-13	18	96	-20	2
COc1ccc(C(=O)N2CCN(S(=O)(=O)c3cc(Cl)ccc3OC)CC2)cc1
→ 82	105	3	-7	-3	-2	98	2	-2
Cc1csc(=Nc2c(C)n(C)n(-c3ccccc3)c2=O)n1Cc1ccccc1
→ 95	93	9	-5	-12	5	100	-2	-4
COc1ccc(CN2CCN(S(=O)(=O)c3ccc(NC(C)=O)cc3)CC2)cc1OC
→ 80	97	6	1	6	17	92	-20	16
O=C(CN(C1CCCCC1)S(=O)(=O)c1ccc(F)cc1)NCc1ccncc1
→ x	x	17	-1	-13	8	x	-4	3
O=C(C1CCCN(S(=O)(=O)Cc2ccccc2)C1)N1CCC(Cc2ccccc2)CC1 (configuration not stated)
→ 26*	86	34*	0	-1	8	99	-7	-13
CCOc1ccccc1C1CC(=O)Nc2c1c(=O)n(C)c(=O)n2C (configuration not stated)
→ x	x	6	-6	1	11	x	-12	-6
O=C(NC(=S)NCCN1CCOCC1)c1cccc(Cl)c1
→ x	x	16	-1	-4	-13	x	13	-10
CCOC(=O)C1CCCN(S(=O)(=O)c2cc(OCC(=O)NC3CCCCC3)c(C)cc2Cl)C1 (configuration not stated)
→ 71	95	16	-1	10	4	95	-2	7

# Next part
# Every second line gives: H69AR growth 86K	HUVEC prolif 384	PostGolgi ctrl	S1P2 ag	S1P2 blocker	sEH act	Lung fibro prol	sEH inh	PTPN22 act
O=C(NCc1cccnc1)/C(=C/c1ccc(-c2ccc(Cl)cc2)o1)S(=O)(=O)c1ccccc1
→ x	x	23	-5	54*	6	x	-3	-5
O=C(Nc1cnn(Cc2ccc(Cl)cc2Cl)c1)c1cc(-c2cccs2)on1
→ 19*	66	-1	-9	-15	x	97	x	2
CC(=O)c1ccc(N2CCN(CCC#N)CC2)c(F)c1
→ 97	97	2	-4	-19	-12	96	13	-7
CN(C)CCNC(=O)c1cc(Br)ccc1Cl
→ 102	97	3	-4	5	4	101	-2	-5
CN(c1ccccc1)S(=O)(=O)c1cccc(C(=O)N2CCN(c3ccccn3)CC2)c1
→ 89	99	27	-4	11	-4	101	4	-4
CCC(=O)Nc1ccc2c(c1)C(=O)N(C)C2=O
→ 109	91	3	-5	-22	-4	102	2	3
Cc1cccc(C(=O)N2CCN(Cc3ccc4c(c3)OCO4)CC2)c1
→ 92	111	4	-11	4	-16	106	15	3
C=CCOc1ccccc1CNCc1cccnc1
→ 96	113	3	-4	10	x	105	x	-3
Cc1ccc(C)c(S(=O)(=O)NCCOC(=O)Nc2sc(=S)n(C)c2C)c1
→ 86	89	-1	-8	-2	-8	95	7	-2
CC1=CCC(C(=O)O)C(C(=O)Nc2nc3ccc(S(C)(=O)=O)cc3s2)C1 (configuration not stated)
→ 101	118	x	-6	-19	16	110	-12	8

# Next part
# Every second line gives: H69AR growth 86K	HUVEC prolif 384	PostGolgi ctrl	S1P2 ag	S1P2 blocker	sEH act	Lung fibro prol	sEH inh	PTPN22 act
Cc1cc(C(C)(C)C)cc(C)c1COC(=O)C1CCC(=O)N1 (configuration not stated)
→ 91	91	17	0	-1	-1	x	0	-28
Nc1nc(-c2ccco2)nc(N2CCCCC2)n1
→ 83	95	8	-1	-23	1	99	-2	18
CCCCCC1CCC(C(=O)NNC(=S)NCC)CC1 (configuration not stated)
→ x	x	9	-1	12	-11	x	12	9
O=C1CC(N2CCN(C3CCc4ccccc4C3)CC2)C(=O)N1c1ccccc1 (configuration not stated)
→ 95	105	x	-1	4	-7	101	5	8
CCN1CCN(C(=S)c2ccc(Br)cc2)CC1
→ x	x	10	-8	1	-1	x	0	8
CCOc1ccc(N=C2NC(=O)S/C2=C\c2ccc(O)cc2)cc1
→ 47	101	42*	-11	1	x	102	x	0
COc1ccccc1NC(=O)N(Cc1ccco1)Cc1cc2c(C)ccc(C)c2[nH]c1=O
→ 79	81	x	-2	1	-13	94	11	3
CC1CCN(C(=O)Nc2ccc3nsnc3c2)CC1
→ 112	106	3	-7	-6	-32	101	32	-1
Cc1ccc(C(=O)Nc2ccc(S(=O)(=O)N3CCN(C)CC3)cc2)cc1
→ 83	90	x	-2	-14	-3	99	8	0
COCCN(CC(=O)NCc1ccc(F)cc1)C(=O)CCC(=O)Nc1nccs1
→ 96	107	7	-4	4	8	96	-11	1
O=C(NCCN1CCC(Cc2ccccc2)CC1)C1CCCN(S(=O)(=O)c2cnc[nH]2)C1 (configuration not stated)
→ 97	95	-3	-1	16	5	101	-4	22
C=CCNC(=O)/C(=C\c1ccc2c(c1)OCO2)NC(=O)c1ccc(Br)cc1
→ x	x	-4	-6	3	-12	x	10	-1
CC(C)CCOc1ncnc2c1sc1nc3c(cc12)CSC(C)(C)C3
→ 91	100	x	-9	-2	4	90	1	-5

# An excerpt from above in order of molar mass, high to low:
# Every second line gives: H69AR growth 86K	HUVEC prolif 384	PostGolgi ctrl	S1P2 ag	S1P2 blocker	sEH act	Lung fibro prol	sEH inh	PTPN22 act
COc1ccccc1NC(=O)N(Cc1ccco1)Cc1cc2c(C)ccc(C)c2[nH]c1=O
→ 79	81	x	-2	1	-13	94	11	3
CCOc1ccc(N=C2NC(=O)S/C2=C\c2ccc(O)cc2)cc1
→ 47	101	42*	-11	1	x	102	x	0
Cc1cc(C(C)(C)C)cc(C)c1COC(=O)C1CCC(=O)N1 (configuration not stated)
→ 91	91	17	0	-1	-1	x	0	-28

# Only S1P2 blocker, PostGolgi ctrl and sEH inh, for 2 of the compounds above:
molecule | S1P2 blocker | PostGolgi ctrl | sEH inh
O=C(NCCN1CCC(Cc2ccccc2)CC1)C1CCCN(S(=O)(=O)c2cnc[nH]2)C1 (configuration not stated) | 16 | -3 | -4
COc1ccccc1NC(=O)N(Cc1ccco1)Cc1cc2c(C)ccc(C)c2[nH]c1=O | 1 | x | 11

# With a hit mark in PostGolgi ctrl, of those listed so far:
compound | PostGolgi ctrl | S1P2 ag | S1P2 blocker | sEH act | sEH inh | PTPN22 act
COc1cc(C)nc(N(Cc2ccccc2)S(=O)(=O)c2ccccc2)n1 | 33* | -8 | 1 | 4 | -3 | -2
CCCn1c(SCc2ccc(Cl)cc2)nc2c1c(=O)[nH]c(=O)n2C | 60* | -3 | -14 | x | x | -10
O=C(C1CCCN(S(=O)(=O)Cc2ccccc2)C1)N1CCC(Cc2ccccc2)CC1 (configuration not stated) | 34* | 0 | -1 | 8 | -7 | -13
CCOc1ccc(N=C2NC(=O)S/C2=C\c2ccc(O)cc2)cc1 | 42* | -11 | 1 | x | x | 0

# An excerpt. The share of hits here may be higher or lower than overall.
